Compound activity (PubChem BioAssay)
S2 tox: Viability Counterscreen for Primary qHTS for Inhibitors of ATXN expression. Potency, µM (series often up to 56.7 µM), most hits filed as cytotoxic. S2 cells (HEK-293 line with an ATXN2-luciferase reporter) viability, CellTiter-Fluor protease fluorescence, 24 h. actives 0.49% (n = 400,000); note: potency is the fitted concentration of half-maximal effect; nearly all actives have a fitted effect of over 40% in size
ATXN2 expr inh: Primary qHTS for Inhibitors of ATXN expression; HEK-293 ATXN2-luciferase reporter, luminescence, 24 h; Potency, µM (highest dose often 57 µM), for the others: at the highest dose activity change, negative = inhibition, most hits filed as inhibitors; actives 0.72% (n = 360,000); AID 1745845, 2022; note: potency is the fitted concentration of half-maximal effect; % is set by controls: 0 for no effect and ±100 for the full control effect; nearly all actives have a fitted effect of over 55% in size
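qHTS (up to 57 uM final) was run with 24 h compound exposure of reporter cells at 37 °C. Each well was multiplexed: SteadyGlo luminescence measured ATXN2-luciferase expression after a fluorogenic Gly-Phe-AFC viability readout (25 uM final).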
IL1B secr inh: qHTS for Inhibitors of Inflammasome Signaling: IL-1-beta AlphaLISA Primary Screen | THP-1 LPS/ATP IL-1B secretion, AlphaLISA, 16 h; stronger effect = lower value | activity change, % at 57.5 µM | actives 4.7% (n = 360,000); in the data active = activity change below about -50%; inconclusive = mostly about -30% to -49%; note: % is set by controls: 0 for no effect and ±100 for the full control effect
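THP-1 cells pretreated 1 hr with compounds (up to 57.5 uM final), then stimulated with LPS (250 ng/mL final) plus ATP (1.25 mM final); secreted IL-1B measured by AlphaLISA after 16 hr, decreased signal indicating inhibition.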
MCF10A rerep: A quantitative high throughput screen for small molecules that induce DNA re-replication in MCF 10a normal breast cells. actives 2.9% (n = 350,000). Potency, µM (top dose mostly 46.1 µM), for inactives: top-dose activity, positive = re-replication, hits mostly activators. AID 624296, 2012. MCF 10A DNA re-replication, Hoechst nuclear intensity, 48 h; note: potency is the fitted concentration of half-maximal effect; % of control where 0% means no effect; nearly all actives have a fitted effect of over 50% in size
HepG2 tox: qHTS for Inhibitors of TGF-b: Cytotox Counterscreen; HepG2 CAGA-GFP viability, ATP luminescence, 18 h; Potency, µM (titrated, usually from 46.1 µM), for the others: at the top dose activity change, negative = cytotoxicity, usual class: cytotoxic; actives 0.76% (n = 410,000); AID 588856, 2011; note: potency is the fitted concentration of half-maximal effect; some results filed as inactive show a strong effect at the top dose
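CellTiter-Glo luminescence gave cytotoxicity after 18 hours at 37 degrees C. The cells were HepG2 CAGA-GFP in 1% FBS DMEM, stimulated with 500 pg/mL TGF-beta after compound addition. %Activity was normalised to no-cell wells (complete cell-killing) and DMSO (no toxicity), and curves were fitted and classified.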
HT1080 IDH1KD tx: qHTS for induction of synthetic lethality in tumor cells producing 2HG: qHTS for the HT-1080-IDH1KD cell line; HT-1080 IDH1 knockdown viability, ATP luminescence, 48 h; Potency, µM (series often up to 46.1 µM), inactives show at the highest dose activity, negative = toxicity, usual class: cytotoxic; actives 2% (n = 360,000); AID 686971, 2013;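 note: potency is the fitted concentration of half-maximal effect; 0% = DMSO wells and -100% = cell-free medium wells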
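Knockdown cells (IDH1KD HT-1080) received compounds 2 h after plating at 750 cells/well and were kept 48 h at 37 °C in 5% FBS RPMI. A CellTiter-Glo luminescence read gave % activity for curve fitting.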
HT1080NT lethal: qHTS for induction of synthetic lethality in tumor cells producing 2HG: qHTS for the HT-1080-NT fibrosarcoma cell line. Potency, µM (highest dose often 46.1 µM), inactives show at the top dose activity, negative = less viability, hits mostly cytotoxic. HT-1080-NT fibrosarcoma viability, CellTiter-Glo ATP luminescence, 48 h. actives 1.6% (n = 360,000);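 note: NT is the 2HG producing partner of a matched IDH1 knockdown line; potency is the fitted concentration of half-maximal effect; 0% = DMSO-treated cells and -100% = media-only wells without cells; nearly all actives have a fitted effect of over 55% in size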
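Luminescent CellTiter-Glo readout after 48 hours of compound exposure at 37 degrees C defined viability of HT-1080-NT cells. Activity was normalized to DMSO wells and cell-free media wells; concentration-response curves were fitted and assigned curve classes.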
SW480 rerep: A quantitative high throughput screen for small molecules that induce DNA re-replication in SW480 colon adenocarcinoma cells; SW480 DNA re-replication, Hoechst DNA content imaging, 48 h; Potency, µM (top dose mostly 46.1 µM), for the others: top-dose re-replication activation, actives largely listed as activators; actives 1.8% (n = 340,000); note: potency is the fitted concentration of half-maximal effect; % of control where 0% means no effect; nearly all actives have a fitted effect of over 55% in size
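Compounds, transferred as 23 nL by pin tool, were incubated with cells for 48 hr; DNA content per nucleus was then quantified by Hoechst staining and fluorescence plate imaging.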
KB-3-1 tox: qHTS assay for MDR1-selective chemotherapeutics: Primary screen using the parental adenocarcinoma cell KB-3-1; KB-3-1 viability, CellTiter-Glo ATP luminescence, 72 h; Potency, µM (titrated, usually from 46.1 µM), for inactives: top-dose activity change, negative = cytotoxic, hits mostly cytotoxic; actives 1.4% (n = 400,000); note: potency is the fitted concentration of half-maximal effect; % is set by controls: 0 for no effect and ±100 for the full control effect; nearly all actives have a fitted effect of over 60% in size
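72 h, 37 °C compound treatment of KB-3-1 parental cells; CellTiter-Glo added, 10 min, luminescence read. Data corrected against DMSO-only plates and normalized before curve fitting.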
* hit, by the source's call; i = inactive; ? = inconclusive; · = not tested or not shown; [ ] = dose if it differs, or a comment. Unless noted, calls come from the whole dose curve; as a rule, active = well fitted curve in the direction sought with a large enough effect; inconclusive = small, poorly fitted or top-dose-only effect, or another doubt; inactive = no such curve, though single readings can be large; an effect the other way counts as inactive or inconclusive.

SMILES | S2 tox | ATXN2 expr inh | IL1B secr inh | MCF10A rerep | HepG2 tox | HT1080 IDH1KD tx | HT1080NT lethal | SW480 rerep | KB-3-1 tox
C(=NNC1=NCCN1)c1ccnc2ccccc12 | i | 8% | -103* | · | -3% | -2% | 7% | · | 0%
CCC(C)(C)NC(=O)C(c1cccc(OC)c1OC)N(C(=O)CCC(=O)Nc1cc(C)on1)C(C)C (configuration not stated) | i | -9% | 12 | -7% | -30% | 2% | 0% | -5% | 11%
CC(C)c1ccc(C(N)=S)cc1 | i | · | 12 | -4% | -6% | 4% | 16% | 0% | -3%
Nc1cc(=O)[nH]c(SCC(=O)Nc2ccc3c(c2)CCC3)n1 | i | 6% | 10 | 6% | -4% | -12% | -14% | -8% | ?
O=C(c1ccccc1)c1cnc(-c2ccc(Cl)cc2)s1 | · | · | 2 | 0% | -3% | 3% | 4% | -17% | 4%
CCCN1CCN(C(=S)Nc2ccc3nc(N4CCN(CC)CC4)cc(C)c3c2)CC1 | i | -20% | 27 | 18µM* | -39% | ? | ? | ? | -7%
O=C1C=C(c2ccc3ccccc3c2)C[C@@H](c2ccc(F)cc2)C1 | i | 186%[activator] | -8 | ? | -24% | ? | -8% | ? | ?
COc1ccccc1-c1cc(C(=O)Nc2ccccc2C(F)(F)F)no1 | i | 9% | · | · | 5% | · | · | · | 19%
O=C(NC1CCS(=O)(=O)C1)c1ccc2c(c1)OCO2 (configuration not stated) | ? | -2% | 15 | -1% | -1% | 4% | 0% | -3% | -5%
O=C(/C=C/c1ccccc1)Nn1c(-c2cccs2)nc2ccccc2c1=O | i | 23% | -6 | 14% | 3% | 2% | 9% | ? | 0%
O=S(=O)(c1cc(F)ccc1F)N1CCC2(CC1)OCCO2 | i | 5% | 21 | 10% | 9% | 8% | 11% | -3% | 1%
COc1ccc2nc(NC(=O)CCc3cc(OC)c(OC)c(OC)c3)sc2c1 | i | -21% | -63* | 1% | -5% | 0% | -1% | 9% | 10%
COc1ccc(-c2n[nH]c(=S)n2Cc2ccco2)cc1 | i | 2% | 22 | -12% | 4% | -27% | -4% | -1% | 0%
COc1ccccc1C1c2ccc3ccccc3c2Oc2ncn(CCN(C)C)c(=N)c21 (configuration not stated) | 22µM* | 25µM* | -98* | 9.2µM* | 16µM* | 8.2µM* | 10µM* | ? | ?
O=[N+]([O-])c1ccc2c(c1Nc1ccccc1)=NC1(CCCCC1)N=2 | i | 1% | -9 | ? | -62% | -4% | -5% | ? | -24%
CCCC1C(c2ccccc2)C(C#N)(C#N)C2(C#N)CC1(N)NC2=O (configuration not stated) | i | 9% | 3 | 23% | 3% | 2% | -1% | -2% | 7%
O=C(NCc1ccco1)c1cc2nc(-c3cccs3)cc(C(F)(F)F)n2n1 | i | -13% | -21 | ? | -2% | -7% | 4% | -1% | -4%
Cc1nnnn1/C(=C\c1ccccc1)C(=O)OCC(=O)N1CC2(C)CC1CC(C)(C)C2 (configuration not stated) | ? | ? | ? | 16µM* | 7.9µM* | 15µM* | 23µM* | 18µM* | 1%
CC(C)(C)NC(=O)c1cccc(NC(=O)c2cccc(O)c2)c1 | i | 29% | 15 | 6% | -1% | 5% | 4% | 0% | 9%
N#C/C(=C\c1ccc(F)cc1)C(=O)NC1CCS(=O)(=O)C1 (configuration not stated) | i | -3% | 18 | -1% | 8% | -9% | -15% | -1% | ?
O=C(Cn1c(=O)n(CC2CCCO2)c(=O)c2ccccc21)N1CCN(c2ccccc2)CC1 (configuration not stated) | i | -7% | -4 | -3% | 2% | 16% | 11% | -3% | -17%
O=C1[C@@H]2Cc3c([nH]c4ccccc34)CN2C(=O)CN1CCO | i | 1% | -2 | 2% | -3% | 17% | 16% | -3% | 12%
C[C@@H]1CN([C@@H](C)CO)C(=O)c2cccc(NS(C)(=O)=O)c2O[C@H]1CN(C)C(=O)Nc1ccc(F)cc1 | i | 2% | -9 | -24% | -2% | -1% | 8% | -29% | 10%
O=C1NC[C@@H](CCCCN2C[C@H](Cc3ccc(O)cc3)N(CCc3ccccc3)C(=O)C2=O)N(CC2CCCCC2)C1=O | i | 5% | -7 | · | · | 0% | 1% | · | 9%
COc1ccc2c(c1)N(C)C(=O)CC(c1ccccc1)=N2 | ? | 15% | -5 | -1% | 5% | 7% | 7% | 3% | 17%

(list continues)
SMILES | S2 tox | ATXN2 expr inh | IL1B secr inh | MCF10A rerep | HepG2 tox | HT1080 IDH1KD tx | HT1080NT lethal | SW480 rerep | KB-3-1 tox
Cc1nn(Cc2ccc(F)cc2Cl)c(C)c1[N+](=O)[O-] | i | -9% | -1 | 1% | -1% | -11% | -13% | -7% | -11%
O=C(OCc1nc2ccc(Cl)cc2n1CCO)c1ccc2c(c1)OCO2 | i | 7% | 17 | 12% | -19% | -5% | -7% | -1% | -4%
CCCC1=Nc2cc(C(=O)NCc3ccc(OC)cc3)ccc2Sc2ccc(C)cc21 | i | -22% | · | · | -1% | · | · | · | -12%
c1ccc2nc(N3CCCC3)c(N3CCCC3)nc2c1 | i | 0% | 32 | -1% | -25% | -4% | 3% | -2%[9.22 µM] | 0%
CN(c1ccc(OCC(=O)OCC(=O)Nc2ccc(Br)cc2)cc1)S(=O)(=O)c1cccs1 | i | 1% | 13 | 1% | 12% | -17% | -12% | ? | 3%
CC(C)c1ccc(S(=O)(=O)N2CCN(C(C)C(=O)Nc3ccccc3-c3ccccc3)CC2)cc1 (configuration not stated) | i | -22% | 0 | 3% | -2% | 12% | 14% | 2% | -15%
Cc1cc(-c2nn(-c3ccccc3F)cc2CN2CCC(O)CC2)c(C)s1 | i | · | -10 | 1% | -5% | -4% | 0% | -2% | -1%
CCn1c(=O)n(CC)c2cc(N3CCCC3)c(NC(=O)Nc3cc(C)cc(C)c3)cc21 | i | 6% | · | · | 1% | · | · | · | -11%
CC(=O)c1cccc(NC(=O)CN(C)S(=O)(=O)c2ccccc2)c1 | i | · | 7 | 2% | -5% | 1% | 6% | -13% | 2%
Cc1ccc(NCC(=O)N/N=C\c2ccc([N+](=O)[O-])o2)cc1 | i | -25% | -64* | 5% | 13µM* | 1%[9.24 µM] | ? | -4% | -5%
O=C(NN1C(=O)C2C3C=CC(C4CC34)C2C1=O)c1ccc(Br)cc1 (configuration not stated) | i | -9% | 0 | 12% | -2% | 1% | 5% | -7% | -21%
Cc1nnc(SCC(=O)NCc2ccc3c(c2)OCO3)n1C | i | -2% | 8 | -1% | -25% | 11% | 13% | -5% | 0%
Cc1c(C(=O)c2ccc(Br)cc2)c(=O)n(C)c(=O)n1C | i | · | 0 | 2% | 4% | -7% | 5% | 10% | -10%
O=C1CC(SCc2nc3ccccc3[nH]2)C(=O)N1c1ccc(F)cc1 (configuration not stated) | i | 1% | 17 | -2% | 1% | -1% | 4% | -1% | 13%
C#CCOCCOCCOCCNc1nc(N2CCN(C(=O)[C@H](CCC(=O)O)n3cc([C@@H](N)CC(N)=O)nn3)CC2)nc(N2CCN(C(=O)[C@H](CCC(=O)O)n3cc([C@@H](N)CC(N)=O)nn3)CC2)n1 | i | 2% | 3 | 24% | 0% | 6% | 4% | -5% | 0%
O=C(CNC(=O)c1ccc(Cl)cc1Cl)NCCCn1ccnc1 | i | 6% | -1 | 2% | 0% | 23% | 19% | -7% | 17%
C=CCSc1nnc(NC(=O)CSc2nnc(C)s2)s1 | i | 3% | -15 | -8% | -5% | 13% | 29% | ? | -4%
O=C(OC(C(=O)NCc1ccc2c(c1)OCO2)c1ccncc1)c1ccc(Cl)nc1 (configuration not stated) | ? | -2% | -11 | -8% | 7% | 7% | 8% | 7% | 5%
Cc1cccc2nc(-c3ccco3)c(Nc3ccccc3)n12 | i | · | 22 | -1% | -10% | 5% | 10% | 1% | ?
Cc1ccccc1C(=O)N1CCc2cc(-c3nc(NC(=O)Cc4ccc5c(c4)OCO5)sc3C)ccc21 | i | ? | ? | -3% | -25% | -5% | -2% | 0% | ?
Nc1nonc1-c1noc(N2CCOCC2)n1 | i | 9% | 1 | -3% | -10% | -12% | -1% | -3% | -4%
COc1ccc(OC)c(NC(=O)CC2SC(=NCc3ccccc3)NC2=O)c1 (configuration not stated) | i | -11% | 30 | 3% | 3% | ? | ? | ? | ?

Part of the list above, reformatted.
Every second line gives: S2 tox | ATXN2 expr inh | IL1B secr inh | MCF10A rerep | HepG2 tox | HT1080 IDH1KD tx | HT1080NT lethal | SW480 rerep | KB-3-1 tox
Cc1nn(Cc2ccc(F)cc2Cl)c(C)c1[N+](=O)[O-]
    i | -9% | -1 | 1% | -1% | -11% | -13% | -7% | -11%
O=C(OCc1nc2ccc(Cl)cc2n1CCO)c1ccc2c(c1)OCO2
    i | 7% | 17 | 12% | -19% | -5% | -7% | -1% | -4%
CCCC1=Nc2cc(C(=O)NCc3ccc(OC)cc3)ccc2Sc2ccc(C)cc21
    i | -22% | · | · | -1% | · | · | · | -12%
c1ccc2nc(N3CCCC3)c(N3CCCC3)nc2c1
    i | 0% | 32 | -1% | -25% | -4% | 3% | -2%[9.22 µM] | 0%
CN(c1ccc(OCC(=O)OCC(=O)Nc2ccc(Br)cc2)cc1)S(=O)(=O)c1cccs1
    i | 1% | 13 | 1% | 12% | -17% | -12% | ? | 3%
CC(C)c1ccc(S(=O)(=O)N2CCN(C(C)C(=O)Nc3ccccc3-c3ccccc3)CC2)cc1 (configuration not stated)
    i | -22% | 0 | 3% | -2% | 12% | 14% | 2% | -15%
Cc1cc(-c2nn(-c3ccccc3F)cc2CN2CCC(O)CC2)c(C)s1
    i | · | -10 | 1% | -5% | -4% | 0% | -2% | -1%
CCn1c(=O)n(CC)c2cc(N3CCCC3)c(NC(=O)Nc3cc(C)cc(C)c3)cc21
    i | 6% | · | · | 1% | · | · | · | -11%
